DENV2 CPE rescue: inhibitors of DENV2 cytopathic effect; DENV2-infected cells, cytopathic effect rescue, plate reader; CPE inhibition, % at 9.99 µM; 350,000 tested, 1.7% active; in the data active = CPE inhibition above about 20%, passing the limit was not always enough; inconclusive = no clear call, values can overlap the other calls; tested in BHK-21 cells;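 note: 0% = median of neutral control wells and 100% = median of positive control wells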
LGR2 inh: inhibitors of bursicon-induced Drosophila LGR2 receptor cAMP signaling; HEK293 LGR2, CRE-luciferase, bursicon-stimulated, 4 h; 380,000 tested, 0.35% active; inhibition, % at 9.99 µM;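 active = drop in luminescence signal, shown as inhibition above about 50% in the replicate tests, limit read from the data, passing the limit was not always enough; inconclusive = probably only some replicates passing the limit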;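 note: agonist challenge used bursicon conditioned medium at about half maximal strength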
EWS-Fli block: EWS/Fli transcriptional activity inhibition. A673 NR0B1-luciferase reporter, viability-normalised. inhibition, % at 12.6 µM. 350,000 tested, 0.67% active;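 active = mean inhibition of at least 50% after viability correction, with every replicate also passing that limit; inconclusive = mean reaches 50% but only one of two replicates passes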;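 note: firefly luciferase signal divided by Alamar Blue viability fluorescence both relative to DMSO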
ARNT TACC3 PPI: disrupts binding between human ARNT and TACC3; Q9Y6A5; 390,000 tested, 0.66% active; inhibition, % at 9.99 µM; AlphaScreen His-ARNT PAS-B/GST-TACC3 binding, luminescence; TACC3 fragment carries E629A point mutation; AID 623870;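 active = mean inhibition of replicates at least 50% and at least half of replicates each reaching 50%; inconclusive = half or more replicates reach 50% but mean below 50%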;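 note: 0% = complete ARNT plus TACC3 wells and 100% = ARNT alone without TACC3; many hits fall short of the cut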
SIRT5 block: sirtuin-5 (human) deacylase inhibition; 330,000 tested, 1.1% active; inhibition, % at 15 µM; Q9NXA8; Purified SirT5, succinyl-peptide AMC, trypsin-coupled fluorescence; in the data active = inhibition above about 15%; inconclusive = no clear call, values can overlap the other calls
Target sequence (Q9NXA8 whole entry, looked up): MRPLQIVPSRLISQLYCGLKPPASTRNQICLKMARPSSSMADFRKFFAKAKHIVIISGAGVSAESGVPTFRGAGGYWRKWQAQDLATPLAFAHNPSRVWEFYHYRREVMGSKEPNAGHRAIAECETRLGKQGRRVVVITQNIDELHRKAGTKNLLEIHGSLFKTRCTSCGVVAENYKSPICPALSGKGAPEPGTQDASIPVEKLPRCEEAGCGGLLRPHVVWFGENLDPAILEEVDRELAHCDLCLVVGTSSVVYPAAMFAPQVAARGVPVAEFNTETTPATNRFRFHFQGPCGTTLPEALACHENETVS
CASP6 VEID inh: caspase-6 (human) enzyme inhibition; P55212; purified caspase-6, Z-VEID-R110 cleavage fluorescence; inhibition, % at 12.5 µM; 350,000 tested, 0.53% active;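 active = mean inhibition across replicates at least about 35%, with every replicate also reaching that limit, limit read from the data; inconclusive = only one of the two criteria met; inactive = neither criterion met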;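 note: 0% = median of neutral control wells and 100% = no fluorescence left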
Target sequence (P55212 24-179 limits assumed): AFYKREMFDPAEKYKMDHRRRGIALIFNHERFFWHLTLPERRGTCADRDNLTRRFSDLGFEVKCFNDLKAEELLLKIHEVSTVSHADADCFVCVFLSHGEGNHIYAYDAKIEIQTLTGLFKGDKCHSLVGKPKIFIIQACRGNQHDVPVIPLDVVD
Target sequence (P55212 194-293 limits assumed): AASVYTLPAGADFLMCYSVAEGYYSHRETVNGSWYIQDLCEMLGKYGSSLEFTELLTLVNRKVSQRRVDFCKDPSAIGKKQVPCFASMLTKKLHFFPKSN
PAX8 reporter: PAX8 transcriptional activity inhibition | 360,000 tested, 1.2% active | inhibition, % at 12.6 µM | RMG-I TPO-luciferase reporter, SteadyGlo, 24 h;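 active = mean replicate inhibition at least 60% with every replicate also reaching 60%; inconclusive = only one of the two criteria is met; inactive = mean below 60% and not all replicates reaching 60%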;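 note: luciferase light reporting Pax8 driven TPO promoter activity; plate controls were median of neutral control wells for no effect and mitoxantrone controls for full effect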
An asterisk follows results filed as active; ? = inconclusive; . = no result given; & = joins results of further samples.

Start of the data: the first 5 compounds as a preview:
SMILES	DENV2 CPE rescue	LGR2 inh	EWS-Fli block	ARNT TACC3 PPI	SIRT5 block	CASP6 VEID inh	PAX8 reporter
Cc1ccc(S(=O)(=O)NC(=O)C2(C)CCN2C(=O)c2ccc(C(F)(F)F)nc2C)cc1 (stereo unspecified)	51*	-5	-2	.	-2	-2	-6
Cc1ccc(C(=O)NCC(=O)N2CCc3ccccc3C2)cc1C	-8	-13	-14	-9	-1	.	-23
COc1ccc(C)cc1NC(=O)CCS(=O)(=O)c1ccc2c(c1)oc(=O)n2C	-1	5	.	1	-2	0	2
Cc1noc(C)c1NC(=O)N(C)C[C@@H]1Oc2cc(C#CCN(C)C)ccc2S(=O)(=O)N([C@H](C)CO)C[C@H]1C	?	-11	1	-1	2	2	.
COc1ccc2[nH]c(C(=O)N/N=C/c3cc(OC)c(OC)c(OC)c3)cc2c1	-1	-15	8	9	2	-1	85*

Main list, from the first entry:
SMILES	DENV2 CPE rescue	LGR2 inh	EWS-Fli block	ARNT TACC3 PPI	SIRT5 block	CASP6 VEID inh	PAX8 reporter
Cc1ccc(S(=O)(=O)NC(=O)C2(C)CCN2C(=O)c2ccc(C(F)(F)F)nc2C)cc1 (stereo unspecified)	51*	-5	-2	.	-2	-2	-6
Cc1ccc(C(=O)NCC(=O)N2CCc3ccccc3C2)cc1C	-8	-13	-14	-9	-1	.	-23
COc1ccc(C)cc1NC(=O)CCS(=O)(=O)c1ccc2c(c1)oc(=O)n2C	-1	5	.	1	-2	0	2
Cc1noc(C)c1NC(=O)N(C)C[C@@H]1Oc2cc(C#CCN(C)C)ccc2S(=O)(=O)N([C@H](C)CO)C[C@H]1C	?	-11	1	-1	2	2	.
COc1ccc2[nH]c(C(=O)N/N=C/c3cc(OC)c(OC)c(OC)c3)cc2c1	-1	-15	8	9	2	-1	85*
Cc1noc(C)c1NC(=O)Nc1ccc2c(c1)C(=O)N([C@@H](C)CO)C[C@@H](C)[C@H](CN(C)C(=O)Nc1ccc(F)cc1)OCCCC[C@@H](C)O2	2	11	-14	-4	-1	2	18
COc1ccc(N2C(=O)C3CCCN3C2c2cc(OC)c(OC)cc2OC)cc1 (stereo unspecified)	6	-12	-10	.	7	-1	-9
CN[C@H]1CCc2cc(OC)c(OC)c(OC)c2-c2ccc(OC)c(=O)cc21	1	12	57*	-6	2	-1	90*
Fc1ccc(C2c3[nH]c4ccccc4c3CCN2Cc2ccoc2)cc1 (stereo unspecified)	-8	-1	13	1	-5	2	-4
N/C(=N\S(=O)(=O)c1cc(C(F)(F)F)cc(C(F)(F)F)c1)c1cccs1	11	5	1	-3	4	1	15
CCn1c(COc2cccc(C)c2C)nnc1SCC(=O)Nc1cc(C)on1	3	-4	1	.	4	6	15
CC1(C)C[C@H](O)[C@]2(CO)CC[C@]3(C)C(=CCC4[C@@]5(C)CC[C@H](O)C(C)(C)C5CC[C@]43C)[C@@H]2C1 (stereo partly specified)	9	.	-2	-3	0	1	.
Cc1ccc(C(=O)N(C)Cc2ccccc2)cc1S(=O)(=O)N1CCOCC1	2	0	.	-4	0	0	6
CS(=O)(=O)c1ccc(NS(=O)(=O)c2ccc(Cl)c(C(=O)NCc3ccco3)c2)cc1	-2	1	7	.	0	13	1
S=C(Nc1ccc(Br)cc1)N1CCCC1	.	7	.	-3	.	.	-39
CCC(C)[C@H](NC(=O)[C@@H]1CSC2c3ccccc3C(=O)N21)C(=O)NCC1CCCO1 (stereo partly specified)	5	29	0	-5	-6	1	13
OC(CNCc1ccccn1)c1ccccc1 (stereo unspecified)	6	2	-9	48*	-5	-3	-14
Cc1ccnc(SCC(=O)Nc2cc(C)on2)n1	4	-9	.	-28	-3	2	-12
C=CC[n+]1c(-c2ccc(OC)cc2)csc1NNC(=O)Nc1ccccc1	1	-42&-5	-37	11	0	-4&0	.
CCCNC(=O)N(C)C[C@H]1Oc2ncc(C#CCc3ccccc3)cc2C(=O)N([C@@H](C)CO)C[C@@H]1C	?	3	-6	-7	-1	-2	-3
COc1ccc(-n2cnc3cc(NCc4ccccn4)ccc32)cc1	15	-37	-17	13	-13	2	.
COc1ccc(OCC(=O)NNC(=O)C(=O)Nc2ccccc2)cc1	-5	-23	-13	-9	0	2	-8
NC(=O)C(CCCCN1CCCCC1)(c1ccccc1)c1ccccc1	-4	8	-2	-15	-4	-2	-4
COc1ccc(S(=O)(=O)N(C)C[C@H]2Oc3c(NC(=O)NC(C)C)cccc3C(=O)N([C@@H](C)CO)C[C@@H]2C)cc1	-2	-5	-3	-7	-1	-1	.
CCc1cc(=O)oc2c(C)c(OC(C)C(=O)NCC3CCC(C(=O)O)CC3)ccc12 (stereo unspecified)	-9	2	-4	-19	-5	-3	.
O=C(NNC(=S)NCc1ccccc1)c1ccc(OC(F)F)cc1	0	.	-5	-23	-1	4	10
COCC(=O)N(C)C[C@@H]1Oc2cc(-c3ccc(C#N)cc3)ccc2S(=O)(=O)N([C@@H](C)CO)C[C@H]1C	-6	-7	-3	-6	-2	.	-9
Cc1cc(C)c2cc(C(=O)N3CCc4ccccc4C3)[nH]c2c1	0	-2	-25	-2	0	7	-14
CCN(CC)CCCNC(=O)CCn1nc(-c2ccccc2)ccc1=O	1	4	-1	-4	0	-7	-13
CCC(=O)N1C[C@H](C)[C@@H](OC)CN(C)C(=O)c2ccc(NC(=O)Nc3ccc(Cl)cc3)cc2OC[C@H]1C	-1	4	2	-1	9	.	21

2 compounds from above, reduced to DENV2 CPE rescue, SIRT5 block and LGR2 inh.
SMILES | DENV2 CPE rescue | SIRT5 block | LGR2 inh
Cc1cc(C)c2cc(C(=O)N3CCc4ccccc4C3)[nH]c2c1 | 0 | 0 | -2
CCN(CC)CCCNC(=O)CCn1nc(-c2ccccc2)ccc1=O | 1 | 0 | 4

More records.
SMILES	DENV2 CPE rescue	LGR2 inh	EWS-Fli block	ARNT TACC3 PPI	SIRT5 block	CASP6 VEID inh	PAX8 reporter
COC(=O)c1cc(C(=O)OCC(=O)NCc2ccc3c(c2)OCO3)cc([N+](=O)[O-])c1	10	16	-6	0	-1	4	4
Cc1ccc(C(=O)N[C@H](C(=O)NC2CCCCCCC2)C(C)C)cc1	1	9	-3	.	-1	-3	6
CCS(=O)(=O)N1CCC(C(=O)Oc2ccccc2OC)CC1	-1	5	8	1	-2	-1	-15
Nc1c(C(=O)c2ccc(Br)cc2)oc2ccccc12	3	-34	-17	-7	-5	-1	-44
O=C(Cn1cc(C(F)(F)F)ccc1=O)OCC(=O)c1ccc[nH]1	-5	8	-1	-45	-3	2	9
CCn1nc(C)c(CN2CCC(n3nccc3NC(=O)CCCc3ccccc3)CC2)c1C	7	4	.	1	0	-5	7
CCc1ccc(-c2cc(C)no2)cc1S(=O)(=O)NCCc1ccc(S(N)(=O)=O)cc1	2	9	.	-1	-2	6	11
C[C@H](CO)N1C[C@H](C)[C@H](CN(C)C(=O)Nc2ccccc2C(F)(F)F)OCc2cnnn2CCCC1=O	-3	.	8	-1	16*	3	-18
CC(C(=O)N1CCCCC1)N(C)CC(=O)Nc1ccc(F)c(F)c1F (stereo unspecified)	?	15	-3	.	.	3	-19
O=C(O)Cc1csc(-c2cccc(Oc3ccccc3)c2)n1	1&-2	8&15	-1&5	-9&0	-1&-1	6&5	-12&-7
CO[C@H]1CN(C)C(=O)c2cc(NC(=O)NC(C)C)ccc2OC[C@@H](C)N(C(=O)C2CCC2)C[C@@H]1C	-4	-14	-9	-2	0	.	-2
O=C1C=C(N2CCOCC2)c2ccccc2C1=O	-1	30	49	.	3	100*	74*
CCOc1cc(N2CCOCC2)c(OCC)cc1NC(=O)CSc1ncccn1	-6	10	2	2	-1	-1	-11
COc1ccc(N2CCN(C(=O)c3ccc(C)c(NC(=O)c4ccco4)c3)CC2)cc1	10	7	5	8	2	-5	12
O=C(NCc1cccnc1)C(=O)N/N=C/c1ccccc1[N+](=O)[O-]	-10	-123	-4	5	-5	-2	-7
Cc1ccc(S(=O)(=O)Nc2ccc3c(c2)C(=O)N([C@@H](C)CO)C[C@@H](C)[C@H](CN(C)C)OCCCC[C@@H](C)O3)cc1	12	0	-1	2	-3	-2	-11
CCn1c2c(c3cc(OCC(C)C)ccc31)CCCC2=O	7	1	17	4	0	2	.
COc1ccc(OC)c(S(=O)(=O)N(C)CC(=O)N2CCN(c3ccccc3)CC2)c1	.	-4	.	-2	1	1	.
O=C(Nc1ccccc1C(=O)N1CCCCCC1)c1ccc(Cl)cc1	13	13	7	-3	-3	-1	0
CC(=O)N(C)C[C@@H]1Oc2cc(C#Cc3ccccc3F)ccc2S(=O)(=O)N([C@@H](C)CO)C[C@H]1C	2	-7	4	-1	3	2	.
OCCCNc1nc(-c2ccc(Cl)cc2)nc2ccccc12	-4	-5	-1	1	-3	3	0
COc1cccc(C(=O)COC(=O)CCCC(=O)NC2CCCCC2)c1	-8	-1	.	5	-2	-1	.
CC1CCN(C(=O)C(=O)c2cn(CC(=O)N3CCCCCC3)c3ccccc23)CC1	-4	19	.	-1	.	5	27
O=C(OCCCc1cc2ccccc2c(=O)o1)c1ccc(F)cc1	-6	4	-5	-1	-3	-1	-20
CN(C)S(=O)(=O)c1ccc(C(=O)NCC2(N3CCCCC3)CCCCC2)cc1	-9	22	3	-2	1	-4	1
O=C1CCC(=O)N1OCCOc1ccc(Cl)c2ccccc12	.	4	4	-3	-2	-3	10
O=C1c2ccccc2C(=O)N1CCCCCCN1C(=O)c2ccccc2C1=O	-2	-3	3	1	0	-4	-10
CC(=O)Nc1ccc(C(=O)N2CCCc3ccccc32)cc1	-1	-6	9	7	1	-4	9
COc1ccc(C2(C)NC(=O)N(CC(=O)Nc3ccc(-c4nc5ccc(C)cc5s4)cc3)C2=O)cc1 (stereo unspecified)	0	-96	-80	.	-5	-3	-154
CC(=O)N1CCN(C(=O)CNc2cc(C(F)(F)F)ccc2OCC(F)(F)F)CC1	.	-21	.	-6	1	2	.
O=C(Nc1cccc(Cl)c1)N[C@H]1CC[C@H](CCNC(=O)C2CCCCC2)O[C@H]1CO	-4	8	-3	-4	-2	2	16
CCOC(=O)C1CCCN(CC(=O)Nc2ccc(C(=O)Nc3ccccc3OC)cc2)C1 (stereo unspecified)	-12	6	-4	-1	1	2	16
O=C(COC(=O)c1ccc([N+](=O)[O-])s1)c1ccc[nH]1	?	-9	7	1	0	99*	-9
Cc1cc(C)nc(/N=C(\N)N(Cc2ccccc2)Cc2ccccc2)n1	2	4	1	-2	2	0	16
O=C(COc1ncnc2sccc12)NC1CCCCC1	4	-5	-7	-7	-9	1	.
O=C(OCC1COC(c2ccccc2)(c2ccccc2)O1)c1ccccc1 (stereo unspecified)	10	5	7	-5	2	-1	2
CC=Cc1ccc2n(c1=O)C[C@@H]1[C@@H](CO)[C@H](C(=O)NCCC)[C@H]2N1Cc1cccnc1 (mixture of isomers)	4	-19	-1	-10	-4	-1	-8
C[C@@H]1CCCCO[C@@H](CN(C)Cc2ccc(C(F)(F)F)cc2)[C@H](C)CN([C@@H](C)CO)C(=O)c2cc(NC(=O)c3ccncc3)ccc2O1	-1	9	18	-1	7	-4	-11
Cc1cc2nc(C(C)(C)C)c(Cc3cccc(F)c3)n2c(C)c1Br	2	-9	-9	.	2	0	4
CN(C)c1ccc(C=NNc2ccccn2)c(Cl)c1	-2	-33	-87	4	17*	-1	-147
CC(NC(=O)CSc1cccc(C(F)(F)F)c1)c1ccccc1 (stereo unspecified)	.	1	-6	0	-1	0	4
Cc1ccc(-c2nnn(CC(=O)N(c3cccc(F)c3)C(C(=O)NC3CCCC3)c3ccncc3)n2)o1 (stereo unspecified)	4	7	0	-2	-4	0	2
COc1ccc(C(NC(C)=O)c2c(O)ccc3ccccc23)cc1OC (stereo unspecified)	.	3	.	0	.	.	11
CC(C)C(C(=O)NC1=NCCS1)c1ccc(Cl)cc1 (stereo unspecified)	-2	7	7	.	0	-1	8
CCCC(C(=O)NC1CCCC1)N(CCCN1CCOCC1)C(=O)c1snc(C(N)=O)c1N (stereo unspecified)	.	9	-4	-10	5	-5	.
Cc1ccc(N(CC(=O)NC(C)(C)C)C(=O)CS(=O)CC(=O)Nc2ccc(F)cc2)cc1 (stereo unspecified)	5	8	10	-1	0	4	4
COc1ccc(-n2c(CN3CCN(c4ccccc4)CC3)nc3ccc([N+](=O)[O-])cc3c2=O)c(OC)c1	9	4	12	.	-2	-2	23

Screening results (PubChem)
